# HSF-1 GFP decrease: GFP reporter loss versus dox-driven RFP – NIH3T3 R4 cells, cherry-pick, set 3, dose response (AID 493083). NIH3T3 R4 HSF-1 GFP reporter, heat shock, 48 h. 4% of 2,400 active. activity change, negative = inhibition, % at the top dose, mostly 19.5 µM; hits show AC50 in µM;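 active means compounds lowering signal whose fitted AC50 is at most ten times the top tested dose; inconclusive means flat fit with moderate inhibition, or poor curve fit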;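 further: 0% = neutral control wells and -100% = didemnin B positive control; many of its hits are not listed in these tables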
# * marks the source's active call; other numbers are inactive results; ? = inconclusive. Some of the compounds tested; the hit share may differ from the screen's.
SMILES,HSF-1 GFP decrease
Cc1cc(=O)n2[nH]c(=O)c(N=Nc3ccccc3)c2[nH]1,-1%
Cc1ccc(S(=O)(=O)N(CC(=O)N2CCc3ccccc3C2)c2ccc(Cl)c(Cl)c2)cc1,10%
CCC(NC(=S)NC1CCCCC1)c1ccccc1 (stereo not drawn),13%
O=C(CSc1nc2ccccc2[nH]1)Nc1ccc(F)c(F)c1,10%
Cc1cc(C)nc(NC(=O)COc2cc(Cl)cc(Cl)c2)n1,-3%
COc1ccc(S(=O)(=O)/C(C#N)=C/Nc2cccc(OC)c2)cc1,1%
Cc1nn(CC(=O)NCCCN2CCC(Cc3ccccc3)CC2)c(=O)c2cc(-c3ccccc3)nn12,4%
O=C1NC2(O)C(=O)c3ccccc3C2(O)N1 (stereo not drawn),-7%
CN(Cc1ccccc1)C(=O)CCS(=O)(=O)c1ccc2c(c1)n(C)c(=O)c(=O)n2C,-5%
Cc1cccc(Nc2ccncc2S(=O)(=O)NC(=O)NC(C)C)c1,-6%
Cc1ccc(NC(=O)CCN2CCCCC2)cc1,-5%
O=C1OC(NC(=O)c2ccccc2)C(n2cc(CO)nn2)=C1Cl (stereo not drawn),-58%
S=C(c1ccc(N2CCOCC2)cc1)N1CCOCC1,0%
CC(C)c1ccc(NC2(C#N)C(=O)Nc3ccccc32)cc1 (stereo not drawn),4%
COC1CCCN(C(=O)c2ccc(OC3CCN(CCc4ccccc4)CC3)cc2)C1 (stereo not drawn),-3%
CN(Cc1ccccc1)C(=O)c1ccccc1NC(=O)C1=CSCCO1,-6%
Cn1c(NC(=O)c2ccccc2NC(=O)C(C)(C)C)nc2ccccc21,-5%
CCn1nc(C(=O)OCC(=O)NC(C)C)c2ccccc2c1=O,-6%
CN1CCN(c2nc(-c3ccc(C(C)(C)C)cc3)nc3ccccc23)CC1,0%
Cc1cc(NC(=O)COC(=O)[C@H](C)NC(=O)c2ccccc2)no1,-1%
CCN1CCN(c2cc(C)c3cc(NC(=S)N4CCCC(C)C4)ccc3n2)CC1 (stereo not drawn),-3%
Cc1nn(-c2cccc(C(F)(F)F)c2)c(Cl)c1/C=N/Nc1cccc(C(=O)O)c1,15%
Cn1c(=O)cc(SCC(=O)N2CCN(C(=O)c3ccco3)CC2)c2ccccc21,9%
CC(=O)O[C@H]1CC[C@H]2[C@@H]3CCc4cc(O)ccc4[C@H]3CC[C@]12C,-3%
CC1(C)CC(=O)C(C(c2cccnc2)C2C(=O)CC(C)(C)CC2=O)C(=O)C1,-1%
CC(C)(C)OC(=O)COc1cc(O)c2c(=O)cc(-c3ccccc3)oc2c1,47%
COc1ccc(NC(=S)N2CCC(c3nc4ccc(Cl)cc4[nH]3)CC2)c(OC)c1,4%
O=C(CNCCc1ccc(F)cc1)Nc1cc(F)ccc1F,-2%
CCOCCCNC(=O)c1cc(C)nn1-c1ccccc1,-6%
Cc1ccc(OCCC(=O)OCC(=O)Nc2ccc(N3CCOCC3)cc2)cc1,-4%
COCCOC(=O)CC1=NC(=O)CS1,-12%
c1ccc(CSc2ncnc3c2cnn3-c2ccccc2)cc1,3%
COc1ccc(S(=O)(=O)N2CCN(CCO)CC2)cc1-c1nnc2c3ccccc3c(C)nn12,-2%
Cc1ccc(-c2cn(-c3ccccc3)c(=S)[nH]2)cc1C,8%
COC(=O)c1c(C)[nH]c(C)c1-c1cccc([N+](=O)[O-])c1,13%
COc1cc2c(cc1OC)C(c1ccc(-c3ccc(Cl)c(Cl)c3)o1)=NCC2,93%
COc1ccc(Cn2nnnc2C(c2cc3cccc(C)c3[nH]c2=O)N2CCN(C)CC2)cc1 (stereo not drawn),-1%
OCC[C@@H]1C[C@@H](O)[C@H](O)[C@@]2(Cc3ccccc3CO2)O1,12%
NCCCC(=O)O,-5%
NC(=S)N/N=C1\CC(n2nnnc2-c2ccccc2Cl)C2COC1O2 (stereo not drawn),-3%

# Structures shown so far containing fluorine:
SMILES,HSF-1 GFP decrease
O=C(CSc1nc2ccccc2[nH]1)Nc1ccc(F)c(F)c1,10%
Cc1nn(-c2cccc(C(F)(F)F)c2)c(Cl)c1/C=N/Nc1cccc(C(=O)O)c1,15%
O=C(CNCCc1ccc(F)cc1)Nc1cc(F)ccc1F,-2%

# A few values from the results shown:
# For HSF-1 GFP decrease, NC(=S)N/N=C1\CC(n2nnnc2-c2ccccc2Cl)C2COC1O2 (stereo not drawn) is entered as -3%
# For HSF-1 GFP decrease, Cc1nn(-c2cccc(C(F)(F)F)c2)c(Cl)c1/C=N/Nc1cccc(C(=O)O)c1 is entered as 15%
# For HSF-1 GFP decrease, COC(=O)c1c(C)[nH]c(C)c1-c1cccc([N+](=O)[O-])c1 is entered as 13%
# For HSF-1 GFP decrease, CC(=O)O[C@H]1CC[C@H]2[C@@H]3CCc4cc(O)ccc4[C@H]3CC[C@]12C is entered as -3%

# (listing goes on)
SMILES,HSF-1 GFP decrease
COc1ccc(NC(=S)Nc2ccc(C)c(S(=O)(=O)N3CCCCC3)c2)cc1,52%
COc1ccc(-n2ncc3c(NCCCN4CCOCC4)ncnc32)cc1,-2%
Cc1cc(C(F)(F)F)nc(SCc2ccc(C(=O)O)o2)n1,2%
Cc1ccc(N=Cc2ccc[nH]2)c(O)c1,5%
COc1cccc(CN2CCC(n3nccc3NC(=O)CCCc3ccccc3)CC2)c1O,8%
Cc1ccc(OCC(=O)Nc2ccccc2C(=O)N2CCCCC2)cc1,0%
CC(C)N1C(=O)CN(C2CCCCCC2)C(=O)C1c1ccccc1F (stereo not drawn),-7%
Cn1c(N2CCOCC2)nc(-c2ccccc2)c1-c1ccccc1,-2%
CC(=O)c1cccc(NC(=O)CN2C(=S)NC(C)(C)CC2C)c1 (stereo not drawn),-3%
CCN(CC)C(=O)c1ccc(-c2ccccc2)cc1,4%
CCOC(=O)c1ccc(Oc2nc(NC)nc(Nc3ccccc3)n2)cc1,-2%
COc1ccc(N=CC2=C(O)c3ccccc3C2=O)c(OC)c1,-2%
Cc1ccc(NC(=O)NC(=O)CN2CCN(c3ccc(O)cc3)CC2)c(C)c1,15%
CC(O)CNCCCOc1ccc(Cl)cc1C(C)(C)C (stereo not drawn),-1%
CC(C)(C)c1ccc(C(=O)O/N=C(\N)c2ccccc2)cc1,-2%
COc1cc(N)ccc1C(=O)O,-8%
Cc1ccc(S(=O)(=O)Nc2cccnc2)c(C)c1C,26%
Cc1ccc(-c2nn[nH]n2)o1,-2%
COc1ccccc1C(O)(C(=O)N(NC(C)=O)c1ccccc1)c1ccccc1OC,1%
Cc1ccc(CN2CC(C(=O)Nc3ccc(C)cn3)CC2=O)cc1 (stereo not drawn),5%
O=C(COC(=O)CCc1nc2ccccc2c(=O)[nH]1)Nc1c(Cl)cccc1C(F)(F)F,3%
Cc1cccc(C)c1OCC(=O)NCc1ccccc1,-5%
COc1cccc(NC(=S)N(CCC(C)C)C2CCN(C(C)=O)CC2)c1,0%
COc1cccc(C2CC(c3ccccc3)n3ncnc3N2)c1 (stereo not drawn),3%
CC(C)c1ccccc1-n1c(-c2cccnc2)n[nH]c1=S,-6%
Cc1nc2c(cc1C(=O)N/N=C/c1ccc(O)c(O)c1)c(=O)n(C)c(=O)n2C,-2%
Cn1cc(/C=C(\C#N)C(=O)Nc2cccc([N+](=O)[O-])c2)c2ccccc21,-3%
O=C(COc1ccc(Cl)cc1)N1CCCC1,-3%
Cc1ccc(N=C2NC(=O)/C(=C\c3cccs3)S2)cc1C,48%
CCOc1ccccc1NC(=O)CCS(=O)(=O)c1cccs1,-1%
COc1ccccc1NC(=O)Cn1c(=O)c(N(C)C)c(N)n(C)c1=O,-6%
CC(=O)Nc1ccc(Cc2ccncc2)cc1,-3%
CCOC(=O)COc1ccccc1/C=C\[N+](=O)[O-],?
COc1ccc(CN2CCNC(=O)C2CC(=O)NC2CC(C)(C)CC(C)(C)C2)cc1OC (stereo not drawn),1%
Cc1c(C(=O)NCc2ccc3c(c2)OCO3)sc2nc(-c3ccccc3)cn12,29%
Cc1ccc(NC(=S)NC2CC3CCC(C2)N3Cc2ccco2)cc1C (stereo not drawn),3%
CN(C(=O)C1CCOC1)c1nnc(-c2ccncc2)s1 (stereo not drawn),-8%
COc1cccc(-n2nnc3c(=O)n(Cc4ccccc4Cl)cnc32)c1,-1%
COc1cc2c(cc1NC(=O)C(C)Sc1ccc(NC(C)=O)cc1)oc1ccccc12 (stereo not drawn),2%
CC(C)=CCN1CCN(Cc2cc(F)ccc2-n2nc(C)cc2C)CC1CCO (stereo not drawn),1%
Cc1ccc(NC(=O)CSCc2cc(=O)n3cc(C)sc3n2)c(C)c1,-1%
c1cc2c(cc1C1CCCN1)OCCCO2 (stereo not drawn),0%
Cc1ccc2[nH]c3c(c2c1)CCN(C)C3,-3%
CCC(=O)Nc1cc2nn(-c3ccc(C)cc3)nc2cc1C,15%
CN(C)c1ccc(/C=N/NC(=O)c2ccccc2Cl)cc1,-8%
COC(=O)C1=C(C(=O)OC)[C@@H]2N(C)c3ccccc3[C@@]23C[C@@H](C(=O)OC)N(C(=O)CC(C)C)C3=N1,1%
COCCNC(=O)CSC1=N/C(=C/c2ccc(Cl)c(Cl)c2)C(=O)N1c1ccccc1F,34%
Cc1nn(C(C)(C)C)c(C)c1/C=N/OC(=O)Nc1ccc(Cl)c(Cl)c1,-1%
O=C(O)c1ccn(Cn2cnc3ccccc32)n1,-1%
CCCCNC(=O)c1ccc(Cn2c(=S)[nH]c3c([nH]c4ccc(OC)cc43)c2=O)cc1,-19%
O=C(Nc1cccc(S(=O)(=O)N2CCOCC2)c1)c1ccccn1,-2%
O=[N+]([O-])c1ccccc1CCc1cnc(Cl)s1,-13%
CN(C)c1ccc(N=Nc2nc3ccccc3n2C)cc1,-6%
O=C(Nc1ccc2nc3n(c(=O)c2c1)CCCCC3)c1cc([N+](=O)[O-])ccc1F,148%
c1c2c(cc3sc(N4CCCCC4)nc13)OCCO2,-3%
COc1cc2c(cc1OC)-c1cc(Nc3ccc4c(c3)OCCO4)nc(=O)n1CC2,-8%
Cc1cc(C)n(C(=O)CNC(=O)Cc2ccccc2)n1,-2%
Cc1cc(Nc2cccc(Cl)c2)nc(-c2ccccc2O)n1,2%
Cc1cc(S(=O)(=O)N2CCCC2)ccc1OCC(=O)NCc1ccccc1,4%
CCOc1nc(C)ccc1-c1noc(-c2cccnc2)n1,5%

# Further results follow.
SMILES,HSF-1 GFP decrease
Cc1cc(-c2ccc(C)c(S(=O)(=O)NCCC(C)N3CCCCCC3)c2)on1 (stereo not drawn),17%
O=C(O)CC1SC(=O)N(Cc2ccccc2)C1=O (stereo not drawn),-8%
O=C(CNS(=O)(=O)c1ccccc1F)Nc1ccc(N2CCOCC2)cc1,-3%
Cc1cc(C(=O)NC2CCCN(Cc3ccc(Cl)cc3)C2)n(C)n1 (stereo not drawn),4%
O=C(Nc1nnc(S(=O)(=O)N2CCCCCC2)s1)c1ccccc1Cl,-3%
COc1cc(OC)cc(C(=O)N[C@H](C(=O)OCC(=O)N2CCc3ccccc32)C(C)C)c1,4%
Cc1ccc(CSCC(=O)N(C)CC(=O)Nc2ccc(C)cc2)cc1,2%
NS(=O)(=O)c1ccc(NC(=O)COC(=O)C2(c3ccccc3F)CCCC2)cc1,9%
Cc1ccc(NC(=O)NC2=N/C(=C(/C#N)C(=O)N3CCCC3)c3ccccc32)cc1,3%
O=C1C=C(NCCN2CCOCC2)C(=O)c2cnccc21,5.6µM*
Cc1ccc(NC(=O)c2cc(NC(=O)c3ccco3)ccc2N2CCOCC2)cc1,-3%
CCc1nn(CC(=O)N2CCC(C(N)=O)CC2)c(=O)c2cc3occc3n12,-6%
O=C(OCCCN1CCOCC1)c1ccc(O)c(O)c1,5%
O=C(Cc1ccccc1F)Nc1ccc(S(=O)(=O)N2CCCCC2)cc1,7%
Cc1cccc2cc3c(N)c(C#N)sc3nc12,34%
CN1CCN(c2ccc(NC(=O)c3ccc4ccccc4c3)cc2)CC1,-5%
CCOC(=O)C(CC)Sc1ccc2nnc(-c3cccnc3)n2n1 (stereo not drawn),-3%
Cc1cc(NC(=O)COc2coc(CN3CCN(c4ccccc4F)CC3)cc2=O)no1,-1%
N#C/C(=C\Nc1ccc2cn[nH]c2c1)c1nc(-c2ccccc2)cs1,3%
O=S1(=O)C=C(Sc2nc3ccccc3s2)c2ccccc21,?
S=C1SCN(Cc2cccnc2)CN1Cc1cccnc1,-6%
N#Cc1c(N)n(-c2ccccc2N)c2nc3ccccc3nc12,-3%
COc1ccc(C(=O)Nn2c(SCC(=O)NCc3ccco3)nc3ccccc3c2=O)cc1,-2%

# Grouped by structure: the compounds so far with a thiophene ring, fused or not.
SMILES,HSF-1 GFP decrease
Cc1ccc(N=C2NC(=O)/C(=C\c3cccs3)S2)cc1C,48%
CCOc1ccccc1NC(=O)CCS(=O)(=O)c1cccs1,-1%
Cc1cccc2cc3c(N)c(C#N)sc3nc12,34%

# An excerpt from above in order of count of non-hydrogen atoms, highest first:
SMILES,HSF-1 GFP decrease
Cc1ccc(NC(=O)NC2=N/C(=C(/C#N)C(=O)N3CCCC3)c3ccccc32)cc1,3%
O=C(Cc1ccccc1F)Nc1ccc(S(=O)(=O)N2CCCCC2)cc1,7%
Cc1ccc(CSCC(=O)N(C)CC(=O)Nc2ccc(C)cc2)cc1,2%
Cc1cc(C(=O)NC2CCCN(Cc3ccc(Cl)cc3)C2)n(C)n1 (stereo not drawn),4%
O=C(OCCCN1CCOCC1)c1ccc(O)c(O)c1,5%
